Screens (PubChem)
KOR beta-arrestin-1: KOR agonists, beta-arrestin recruitment, primary screen, cell-based, luminescence, uHTS (AID 1777). Kappa-type opioid receptor (Homo sapiens). KOR beta-arrestin recruitment, luminescence; higher % means a stronger effect. activation, % at 10 µM, or EC50 in µM where a hit was titrated. 0.02% of 280,000 active; in the data active = activation above about 50%, passing the limit was not always enough; note: a part of the inactive calls stands beside numbers as strong as those of hits
TNAP activators: human TNAP enzyme activators, primary screen, biochemical, luminescent, no phosphate acceptor, uHTS (AID 1001) | purified TNAP, luminescent activation assay, no phosphate acceptor; higher activation fold means a stronger effect | activation fold at 20 µM; hits with a dose series show EC50 in µM | 0.03% of 200,000 active; in the data active = activation fold from about 3, or a potency from the dose series; inactive = the rest, 99 in 100 with activation fold below about 1.6; note: many of its hits are not listed in these tables
NOD2 inhibition: NOD2 signaling inhibitors, cell-based, luminescence, uHTS, HEK293 (AID 1566). HEK293 NOD2/NF-kB luciferase reporter, luminescence; higher % means a stronger effect. inhibition, % at 4 µM; hits with a dose series show EC50 in µM. 0.63% of 290,000 active; note: many of its hits are not listed in these tables
NOD1 NF-kB reporter: NOD1 signaling inhibitors, primary screen, cell-based, luminescence, uHTS (AID 1578); one-dose inhibition, % at 4 µM; EC50 in µM for titrated hits; NOD1-driven NF-kB luciferase reporter cells, luminescence; higher % means a stronger effect; 1% of 290,000 active; in the data active = inhibition mostly above about 36%, no sharp cut-off; inactive = mostly below about 34%;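 note: HEK-293T reporter cells stimulated with the NOD1 agonist gamma-tri-DAP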
LYP inhibition: inhibitors of LYP phosphatase, biochemical, fluorescence intensity, uHTS (AID 1779); recombinant LYP phosphatase, fluorescence intensity; higher % means a stronger effect; one-dose inhibition, % at 11.5 µM; IC50 in µM for titrated hits; 0.054% of 290,000 active;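 note: plate controls were vehicle with enzyme for no effect and no enzyme for full effect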
KOR beta-arrestin-2: KOR antagonists, beta-arrestin recruitment, cell-based, luminescence, uHTS (AID 1778); 0.091% of 290,000 active; one-dose inhibition, % at 10 µM; IC50 in µM for titrated hits; Kappa-type opioid receptor (Homo sapiens); KOR beta-arrestin recruitment, luminescence, antagonist mode; higher % means a stronger effect; note: strong numbers were not always called active
XIAP antagonists: XIAP antagonists, biochemical, IAP family, fluorescence polarization (AID 1018). E3 ubiquitin-protein ligase XIAP (Homo sapiens). XIAP BIR domain, fluorescence polarization peptide displacement; higher % means a stronger effect. displacement, % at 20 µM, or IC50 in µM where a hit was titrated. 0.007% of 200,000 active; in the data active = displacement above about 50%; note: a part of the inactive calls stands beside numbers as strong as those of hits
PMI inhibition: human PMI inhibitors, high substrate, primary screen, biochemical, fluorescence intensity, high mannose 6-phosphate (AID 1220); inhibition, % at 20 µM; hits with a dose series show IC50 in µM; 0.66% of 190,000 active; Mannose-6-phosphate isomerase (Homo sapiens); recombinant PMI enzyme, coupled fluorescence intensity; higher % means a stronger effect
human PMI inhibition: inhibitors of human PMI, primary screen, biochemical, fluorescence intensity, coupled assay (AID 1209); purified PMI enzyme, coupled fluorescence intensity; higher % means a stronger effect; 0.42% of 190,000 active; inhibition, % at 20 µM; hits with a dose series show IC50 in µM; Mannose-6-phosphate isomerase (Homo sapiens);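 note: plate controls were DMSO vehicle for no effect and wells lacking substrate for full effect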
* = called active by the depositor; . = not tested or not shown; [ ] = remark or other dose. Cut-off read from the data, not from the text of the source, unless noted: active = inhibition above about 50%; inactive = the rest. Some of the compounds tested, so the mix of outcomes need not match the whole.

structure | KOR beta-arrestin-1 | TNAP activators | NOD2 inhibition | NOD1 NF-kB reporter | LYP inhibition | KOR beta-arrestin-2 | XIAP antagonists | PMI inhibition | human PMI inhibition
Cc1cccc(N(CC(=O)O)CC(=O)O)c1 | -2.8% | 1.1 | 7% | -20% | -4% | 15% | -8.0% | 10% | -2%
CCOC(=O)c1[nH]c(C)c(/C(O)=C2\C(=O)C(=O)N(CCN3CCOCC3)C2c2ccco2)c1C (stereo not given) | 1.1% | 1.1 | 7% | -3% | 0% | -36%[20 µM] | -4.6% | 6% | -1%
O=c1n(-c2ccc(Br)cc2)cnn1-c1ncccc1[N+](=O)[O-] | -3.7% | 1.1 | -48% | -51% | -10% | 7%[20 µM] | -2.7% | 0% | -2%
Cc1ccc(NC(=O)N2CCC(O)(c3ccc(Cl)cc3)CC2)cc1 | 7.7% | 1 | 1% | -4% | -5% | -2% | -4.4% | 6% | 6%
CC(C)C(C(=O)OCC(=O)c1cccc([N+](=O)[O-])c1)N1C(=O)[C@@H]2[C@H]3CC[C@H](C3)[C@@H]2C1=O (stereo not given in full) | -6.2% | 1 | 18% | -11% | -4% | -3% | -5.8% | 13% | 21%
O=C(Nc1cccc(C(F)(F)F)c1)C1CCCN1S(=O)(=O)c1cccc2cccnc12 (stereo not given) | 3.0% | 0.9 | 25% | 36% | -1% | 4% | -1.9% | 8% | 12%
COc1ccc(C2N(C(=O)c3ccccc3)CCN2C(=O)c2ccccc2)cc1 | -4.6% | 1.1 | 4% | -5% | -3% | 43% | -4.0% | 10% | 15%
Cc1cccc(NC(=O)CCS(=O)(=O)c2cccc3nsnc23)c1C | 10% | 0.9 | 3% | 39% | -4% | -54% | -7.2% | 7% | -12%
O=C(NCCCN1CCOCC1)c1cc(-c2cccc(O)c2)on1 | -4.2% | . | 2% | -24% | -12% | -34% | . | . | .
CC(C)CC(c1nnnn1C1CCCC1)N1CCC(C(N)=O)CC1 (stereo not given) | 0.0% | 1 | 7% | -32% | 0% | -14% | -2.7% | -6% | -6%
CSc1ccc(CNC(=O)C(C)n2nc(C)c3c(C)n(-c4ccccc4)nc3c2=O)cc1 (stereo not given) | 0.8% | . | 20% | 17% | -13% | -5% | . | . | .
O=C(O)c1ccc2c(c1)C(=O)N(c1ccc(/C=C/C(=O)c3ccccc3)cc1)C2=O | -4.7% | 1.1 | 11% | -5% | -1% | -32%[20 µM] | -10% | 7% | 13%
CN(C)CCN(C(=O)CCc1ccccc1)c1nc2c(F)cc(F)cc2s1 | -3.8% | 1.1 | -2% | -37% | -6% | -12% | 1.0% | -11% | -11%
COc1ccc(N2CCN(C(=O)CNS(=O)(=O)c3ccc(C)c(C)c3)CC2)cc1 | -8.1% | 1.1 | 16% | -33% | -7% | -2% | -8.0% | 20% | 8%
Cc1cc(SCC(=O)c2cccs2)n2nc(C)c(-c3ccccc3)c2n1 | -4.2% | 1.1 | 9% | 20% | -3% | 59% | -5.6% | 2% | 14%
CC(=O)c1cc2c(s1)-c1cc(F)ccc1OC2 | -2.3% | . | 17% | -5% | -8% | 7% | . | . | .
COC(=O)C1C2C=CC3(CN(c4cccc(C)c4)C(=O)C13)O2 (stereo not given) | -3.5% | 1.1 | 0% | -26% | 0% | 19% | -1.4% | -1% | -3%
C=CCc1ccccc1OCCSc1nc2ccc([N+](=O)[O-])cc2s1 | 2.2% | 1 | 3% | -17% | 2% | 30% | -3.6% | 14% | 11%
O=C(c1ccc(Br)c([N+](=O)[O-])c1)N1CCN(Cc2ccccc2)CC1 | -3.0% | . | 10% | -6% | -7% | -13%[20 µM] | . | . | .
Cc1cc(C(=O)CCl)c(C)n1-c1cccc([N+](=O)[O-])c1 | -0.8% | 1 | 21% | 77%* | 1% | -101% | -1.8% | -2% | -16%
Cc1ccc(-c2nc(CN3CCCCC3CCN3CCCC3=O)c(C)o2)o1 (stereo not given) | . | 1.2 | 26% | -15% | -6% | -36%[20 µM] | -0.3% | . | .
CCCNC(=O)C(NS(=O)(=O)c1cccc2nsnc12)c1ccccc1 (stereo not given) | 2.0% | 1 | 10% | -5% | -4% | -4% | -5.4% | -6% | -9%
CC(=O)Nc1ccc(S(=O)(=O)N2CCN(C(=O)c3ncoc3-c3ccccc3)CC2)cc1 | -1.6% | . | -1% | -35% | -12% | -4% | . | . | .
Cc1c(NC(=O)COC(=O)c2ccc(F)c(S(=O)(=O)N3CCOCC3)c2)c(=O)n(-c2ccccc2)n1C | 6.3% | 1 | -8% | -4% | -11% | -34% | -8.0% | -26% | -30%
CCCC(=O)N(c1ccccc1)C1C=CS(=O)(=O)C1 (stereo not given) | -4.6% | 1.2 | 7% | -14% | -9% | -2% | 2.5% | -10% | -17%
COc1cc(C(=O)NNC(=O)c2cc(C)[nH]n2)cc(OC)c1OC | -4.4% | 1.9 | 17% | -1% | -2% | -26%[20 µM] | -0.5% | 2% | 5%
c1ccc2sc(NN=C3CCCC3)nc2c1 | 3.8% | 0.9 | -141% | -33% | 6% | -22% | -6.0% | 1% | -5%
COC(=O)Cc1[nH]n(-c2nc3ccccc3s2)c(=O)c1C(C)=Nc1ccc(Cl)cc1 | 5.6% | . | 6% | 1% | -1% | -29% | . | . | .
COc1ccc(Cc2nc3ccc(C(=O)N4CCOCC4)cc3o2)cc1 | 2.7% | . | -36% | -32% | -8% | 3% | . | . | .
Cc1cccc2c3c([nH]c12)CCN(C)C3 | -1.3% | . | 17% | 10% | -15% | 5% | . | . | .

Next part, overlapping the part above by four compounds.
structure | KOR beta-arrestin-1 | TNAP activators | NOD2 inhibition | NOD1 NF-kB reporter | LYP inhibition | KOR beta-arrestin-2 | XIAP antagonists | PMI inhibition | human PMI inhibition
c1ccc2sc(NN=C3CCCC3)nc2c1 | 3.8% | 0.9 | -141% | -33% | 6% | -22% | -6.0% | 1% | -5%
COC(=O)Cc1[nH]n(-c2nc3ccccc3s2)c(=O)c1C(C)=Nc1ccc(Cl)cc1 | 5.6% | . | 6% | 1% | -1% | -29% | . | . | .
COc1ccc(Cc2nc3ccc(C(=O)N4CCOCC4)cc3o2)cc1 | 2.7% | . | -36% | -32% | -8% | 3% | . | . | .
Cc1cccc2c3c([nH]c12)CCN(C)C3 | -1.3% | . | 17% | 10% | -15% | 5% | . | . | .
CCC(C)NC(=O)Cn1cccc1C(=O)c1ccccc1 (stereo not given) | 3.5% | 1 | -5% | 19% | -1% | 6% | -4.7% | -8% | -3%
CC(C)(C)NC(=O)CSc1nnc(-c2ccccc2)c(-c2ccccc2)n1 | 0.7% | . | 6% | -15% | -4% | 3% | . | . | .
CN(C)/C=N/c1ncc(C(=O)OC(C)(C)C)s1 | 5.0% | 1.1 | -3% | -32% | 0% | -47% | -9.0% | -3% | -2%
Cc1ccc(NC(=O)CC(NCC2CCCO2)C(=O)O)cc1C (stereo not given) | -2.9% | 1.1 | 14% | -19% | -6% | -4% | -11% | 9% | 4%
O=C(CSc1nnc2ccccn12)NNC(=O)c1ccc(Cl)cc1 | -2.7% | 1.3 | 9% | -39% | -3% | -11% | -6.5% | 6% | 2%
Cc1ccc(S(=O)(=O)NC(=O)c2cc(C)n(-c3ccccc3)c2C)cc1 | -2.1% | 1.1 | 13% | -10% | -6% | -19% | -5.8% | 1% | -2%
COc1cc(NC(=S)NC(C)(C)C)c(OC)cc1Cl | -1.1% | 1.1 | 6% | -26% | -4% | -17%[20 µM] | -3.3% | 17% | 1%
COc1cc(N/N=C/c2ccc(N(C)C)cc2)ncn1 | . | 1.1 | -197% | 28% | -4% | -33%[20 µM] | -6.1% | 20% | 14%
CCCCNCCOCCOc1ccc(C)cc1[N+](=O)[O-] | 8.6% | 1.1 | -10% | . | 3% | 3% | -0.3% | 11% | 14%
CCCCOc1c(Br)cc(CNCCCN2CCOCC2)cc1OC | 12% | . | -26% | -16% | -8% | -23% | . | . | .
CCc1ccccc1OCC(=O)OCC(=O)N1CC(=O)Nc2ccccc21 | 3.2% | 1.1 | -3% | -15% | 1% | 7% | -0.7% | -9% | -6%
N#Cc1ccccc1N=Cc1ccc(Br)cc1 | -0.8% | 1.1 | -19% | -49% | -3% | -33% | -22% | -2% | 0%
CC(=O)N1N=C(c2cccs2)CC1c1cccs1 (stereo not given) | . | 1.1 | -4% | -25% | 0% | -33%[20 µM] | 3.0% | -3% | -2%
O=C(c1ccc(S(=O)(=O)c2ccccc2Cl)c([N+](=O)[O-])c1)N1CCCCCC1 | -6.2% | 1.1 | . | . | -5% | 10% | -10% | 12% | 17%
COC(OC)c1ccnc(-c2ccc(OC(=O)c3cccs3)cc2)n1 | 6.7% | 1.1 | -18% | -35% | -5% | -68% | -7.6% | -16% | -14%
O=C(Nc1ccccc1C(=O)N/N=C/c1ccc(F)cc1)c1ccccc1Br | 3.2% | 1.1 | -18% | -1% | 5% | -33% | -5.9% | 7% | 0%
Cc1ccc(N2CC(C(=O)Nc3nnc(SCC(=O)N4CCOCC4)s3)CC2=O)cc1 (stereo not given) | -0.8% | . | 0% | -22% | -1% | 10% | . | . | .
Cc1c(Cl)cccc1NC(=O)NCc1ccncc1 | -5.3% | 1.1 | 10% | -11% | -8% | 4%[20 µM] | -2.4% | -2% | -2%
CCOc1cc(CNC(C)(C)CO)cc(Br)c1OCc1ccc(Cl)cc1Cl | 2.0% | 0.9 | 4% | 3% | -2% | 1% | -4.3% | 5% | 6%
COc1ccccc1CC(NC(C)=O)C(=O)NC1CCN(C(=O)Nc2cccc(F)c2)CC1 (stereo not given) | 0.5% | . | -18% | -54% | -10% | -84% | . | . | .
Cc1csc(NC(=O)c2cc(C)oc2C)n1 | 1.5% | 1 | -29% | -18% | -6% | -16% | -5.4% | 2% | -8%
CCN(C(=O)CSc1nnc(-c2ccncc2)n1Cc1ccccc1)C1CCS(=O)(=O)C1 (stereo not given) | -0.7% | 1.1 | 7% | -5% | -6% | 20% | -9.5% | 3% | 3%
CCOc1ccc(C2C(C(=O)C3CC3)N3C=C(C#N)C=CC3C2(C#N)C#N)cc1 (stereo not given) | -1.2% | 1.1 | 4% | 15% | -9% | 2% | 0.8% | -28% | -18%
CCCC(=O)Nc1ccc(-c2nc3cc(C)c(C)cc3o2)cc1 | 2.6% | 1.1 | -113% | -88% | -4% | -22% | -3.7% | -4% | -2%
CC(C)Oc1ccc(CNC(=O)CCC(=O)N2CC(C)Sc3ccccc32)cc1 (stereo not given) | -4.0% | . | -20% | -18% | -5% | 12%[20 µM] | . | . | .
Cc1cc2cc(CCNC(=O)c3ccc(C)c([N+](=O)[O-])c3)c(=O)[nH]c2cc1C | 0.6% | 1.1 | 10% | 23% | 0% | -8% | -10% | 10% | 31%
c1ccc2c(c1)Cn1c-2nc2ccccc21 | 4.9% | 1 | -132% | -65% | 3% | -8% | -2.3% | 8% | 14%
CCOC(=O)C1(CCc2ccccc2)CCN(C(=O)c2cccc(C)n2)CC1 | 5.9% | 1 | -18% | 18% | -6% | -12% | -5.2% | -11% | -12%
CC1CCCC(N2CCN(C(=O)c3ccccc3F)CC2)C1 (stereo not given) | -0.5% | . | 10% | -4% | -7% | 10% | . | . | .
COC(=O)C1=C(C)N(Cc2ccccc2)C(=NCCCCO)N[C@H]1CCc1ccccc1 | -4.4% | . | 6% | -4% | -13% | -26%[20 µM] | . | . | .
